High-throughput results as filed in PubChem.
TDP1 inh: TDP1 (human) enzyme inhibition. Potency, µM (top dose mostly 130 µM), without a hit: at the highest dose activity change, negative = inhibition, most hits filed as inhibitors. 0.28% of 350,000 active. recombinant TDP1, AlphaScreen DNA substrate cleavage; further: nearly all actives have a fitted effect of over 40% in size
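Compounds were preincubated with Tdp1 (1 nM final) for 15 min at room temperature before substrate (15 nM final) started a 5 min reaction; beads (10 ug/ml final) were then added for 10 min before AlphaScreen detection.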
GCN5L2 inh: blocks human GCN5L2 histone acetyltransferase; Q92830; GCN5L2 HAT assay, ThioGlo1 CoA-SH fluorescence; Potency, µM (titrated, usually from 58.9 µM), inactives show top-dose activity change, negative = inhibition, hits mostly inhibitors; 0.21% of 390,000 active
Target sequence (Q92830 whole entry, looked up): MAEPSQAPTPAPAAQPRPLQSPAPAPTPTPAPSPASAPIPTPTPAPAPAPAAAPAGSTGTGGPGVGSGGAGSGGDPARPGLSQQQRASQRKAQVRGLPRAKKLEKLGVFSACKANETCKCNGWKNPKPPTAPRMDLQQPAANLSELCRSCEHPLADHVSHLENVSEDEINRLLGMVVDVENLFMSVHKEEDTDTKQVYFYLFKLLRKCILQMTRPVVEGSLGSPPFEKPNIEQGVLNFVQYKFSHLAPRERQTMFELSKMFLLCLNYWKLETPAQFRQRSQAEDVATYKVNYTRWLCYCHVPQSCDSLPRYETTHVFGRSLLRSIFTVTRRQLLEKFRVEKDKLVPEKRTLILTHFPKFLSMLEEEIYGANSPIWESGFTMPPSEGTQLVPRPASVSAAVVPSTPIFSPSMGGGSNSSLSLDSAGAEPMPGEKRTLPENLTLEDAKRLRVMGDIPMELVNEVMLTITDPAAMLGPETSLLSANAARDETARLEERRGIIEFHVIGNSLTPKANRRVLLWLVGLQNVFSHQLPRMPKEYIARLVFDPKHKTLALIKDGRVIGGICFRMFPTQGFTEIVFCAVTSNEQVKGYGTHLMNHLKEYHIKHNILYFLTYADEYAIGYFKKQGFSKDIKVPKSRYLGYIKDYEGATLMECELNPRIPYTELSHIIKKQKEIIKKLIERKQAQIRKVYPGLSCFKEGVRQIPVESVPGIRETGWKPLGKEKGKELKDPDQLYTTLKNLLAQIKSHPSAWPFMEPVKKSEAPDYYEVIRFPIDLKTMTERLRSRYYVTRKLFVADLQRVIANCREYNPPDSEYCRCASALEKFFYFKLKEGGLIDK
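Free CoA generated was detected with ThioGlo1 (50uM) fluorescence at Ex340nm/Em540nm, read immediately and after 20 min at room temperature. Enzyme, 20 nM in HEPES pH 7.5 buffer, saw compounds 15 min before adding 75uM H3(1-25) peptide and 70uM acetyl-CoA.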
DT40 TDP1 no CPT: qHTS for Inhibitors of human tyrosyl-DNA phosphodiesterase 1 (TDP1): qHTS in cells in absence of CPT. DT40 Tdp1-/- hTDP1 cells, no CPT, ATP luminescence, 48 h. Potency, µM (titrated, usually from 46.2 µM), for inactives: at the highest dose activity change, negative = growth inhibition, hits mostly inhibitors. 15% of 420,000 active; further: nearly all actives have a fitted effect of over 55% in size
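DT40 Tdp1-/-;hTDP1 cells, no CPT (DMSO vehicle only), 400 cells/well; compounds pin-transferred; ≥48 hr, 37 °C; CellTiter-Glo 30 min RT dark, luminescence read.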
* = called active by the depositor; ? = inconclusive; . = no result given; & = joins results of further samples; [ ] = another dose, or the depositor's remark. The call rests on the fitted dose curve; in most records, active means well fitted curve in the direction sought with a large enough effect; inconclusive means small, poorly fitted or top-dose-only effect, or another doubt; inactive means no such curve, though single readings can be large; an effect the other way counts as inactive or inconclusive. On the % scale 0 is the no-effect control and ±100 the full control effect; potency means the concentration at half of the fitted maximal effect. Some of the compounds tested; the hit share may differ from the screen's.

Compound	TDP1 inh	GCN5L2 inh	DT40 TDP1 no CPT
O=C(C1CCN(S(=O)(=O)c2ccc(Br)s2)CC1)N1CCN(c2ccccc2)CC1	-3.6%	-2.2%&-13.5%	20.6µM*
Oc1ccc2c3c1OC1C(O)CC[C@@]4(O)[C@@H](C2)N(CC2CCC2)CC[C@]314 (stereo not given in full)	5.8%	0.2%	.
O=C1NC(=O)C(=Cc2ccc(N3CCN(C(=O)c4ccccc4)CC3)c([N+](=O)[O-])c2)C(=O)N1	-2.7%	-11.4%	-12.5%
O=C(COc1ccccc1Cl)Nc1ccc2nc(SCC(=O)N3CCCC3)sc2c1	3.6%	-20.2%	16.4µM*
CC(C)(C)c1nc(NCc2ccc3c(c2)OCO3)c2nnn(Cc3ccccc3Cl)c2n1	0.0%	-6.2%	?
CCCC(=O)NC(Oc1ccc(OC)cc1)C(Cl)(Cl)Cl (stereo not given)	2.5%	-1.0%	-5.2%
Cc1cccc(-n2c(O)c(/C=N/Nc3nc4c(c(=O)n(C)c(=O)n4C)n3C)c(=O)[nH]c2=S)c1	3.0%	36.8%[activator]	?
CC(C)n1c(=O)c(C=Nc2ccc(F)cc2)c(O)n(Cc2ccco2)c1=O	5.1%	-7.0%	-25.5%
C=C(CC1CC(O)[C@]2(C)OC3CC4OC5C[C@]6(C)O[C@]7(C)CCC8OC9C[C@]%10(C)OC%11C(C)=CC(=O)OC%11CC%10OC9C[C@@H](C)C8OC7CC6O[C@]5(C)C/C=C\C4OC3CC2O1)C(=O)O (stereo not given in full)	2.6%	-0.8%	?
COc1ccc(CCNCc2ccncc2)cc1	-9.8%	-5.6%	-1.9%
CCn1c(P(C)(=O)O)nc2ccccc21	2.6%	-5.7%	-20.4%
C[C@]12CCC3[C@@H](CCC4=CC(=O)CC[C@@]43C=O)C1CCC2=O (stereo not given in full)	.	1.0%	0.7%
O=c1[nH]c(=O)n(CCC2=CCCCC2)c(O)c1C=NCCN1CCNCC1	3.1%	2.1%	-11.1%
O=C1NC(=O)C(=Cc2ccc(-c3ccccc3[N+](=O)[O-])o2)C(=O)N1	-8.0%	-21.5%	13µM*
CC1CC(C)CN(S(=O)(=O)c2ccc3c(c2)oc(=O)n3CC(=O)N(C)Cc2ccccc2)C1 (stereo not given)	.	3.0%	?
Cc1ccc2[nH]c(C)c(CCNCc3cccnc3)c2c1	4.6%	-4.7%	-3.9%
COC12CCC3(CC1C(C)(O)C(C)(C)C)[C@H]1Cc4ccc(OC5OC(C(=O)O)[C@@H](O)C(O)[C@H]5O)c5c4[C@@]3(CCN1CC1CC1)C2O5 (stereo not given in full)	2.2%	0.6%	-4.6%
CC12CN3CC(C)(CN(C1)C3c1cccnc1)C2=O (stereo not given)	-4.8%	0.2%	2.1%
O=C1NC(=O)C(=Cc2ccc(N3CCOCC3)cc2)C(=O)N1	-2.3%	2.5%	-20.9%
Cc1cc(C)[n+](CCCC[n+]2c(C)cc(C)cc2C)c(C)c1	-2.0%	-1.7%	-0.9%
CCN1CCN(c2nc3c(c(=O)[nH]2)CCC3)CC1	3.6%	?	14.2%
Oc1ccc2c3c1O[C@H]1c4[nH]c5ccccc5c4C[C@@]4(O)[C@@H](C2)N(CC2CC2)CC[C@]314	.	-6.3%	10.6%
CCOCCCn1c(N)c(C(=O)Nc2sc3c(c2C(=O)OC)CCCC3)c2nc3ccccc3nc21	-9.9%	-0.7%	20.6µM*
Cc1cccc(-n2c(O)c(/C=N/N3CCOCC3)c(=O)[nH]c2=S)c1	0.0%	32.2%	7.1%
CCOc1ccc(N2C(=O)NC(=O)/C(=C\c3ccccc3[N+](=O)[O-])C2=O)cc1	-5.6%	-4.7%	?
COCCCNC(=S)NCCCNc1nc2cc(C)cc(C)c2cc1C#N	6.0%	-2.2%	?
CN(C(=O)Cc1ccc(Cl)c(Cl)c1)[C@@H](CN1CCCC1)c1cccc(OCC(=O)O)c1	-9.9%[56.1 µM]	.	-5.6%
CN1CCN(C(=O)COc2ccc(S(=O)(=O)Nc3ccc(F)cc3)cc2)CC1	-1.1%	2.0%	16.7%
COc1ccc(-c2nnc3n2N(C(C)=O)C(c2ccc(Cl)c(Cl)c2)=C(C(C)=O)S3)cc1	-5.2%	0.1%	4.11µM*
COc1cccc(CCNCc2cccc(C(F)(F)F)c2)c1	-7.5%	-1.2%	?
COc1ccc(C(=O)Oc2c(CN3CCOCC3)cc(Cl)c3cccnc23)cc1OC	3.8%	.	5.62µM*
O=C(CCN1CCCCC1)Nc1ccc(Cl)cc1C(=O)c1ccccc1	.	-12.7%	-12.2%
Cc1ccc(Cn2c(C)c3cnn(CC(=O)N4CCC5(CC4)OCCO5)c(=O)c3c2C)cc1	0.0%	-1.2%	14.6µM*
Cc1cc(C(=O)Nc2ccccc2)nn1C(C)(C)C	9.6%	-2.2%	-28.1%
O=c1c2ccccc2nc(/C=C/c2ccc(F)cc2)n1-c1ccccn1	-10.1%	13.5%	18.4µM*
O=C(CNS(=O)(=O)c1ccc(Br)s1)N1CCC2(CC1)OCCO2	1.0%	?	-20.1%
C=CCN1CC[C@]23c4c5ccc(O)c4OC2C(O)C=CC3[C@H]1C5 (stereo not given in full)	2.1%	-1.8%	-15.9%
Cc1c(N=Cc2c(O)n(Cc3ccco3)c(=O)[nH]c2=O)c(=O)n(-c2ccccc2)n1C	-5.7%	-5.4%	2.2%
O=C(CCc1ccc(O)cc1)N1C[C@H]2C[C@@H](C1)c1cccc(=O)n1C2	.	-21.4%	1.6%
CC(C)CN1CCCC2(CCN(C(=O)Oc3ccccc3)CC2)C1	.	-0.6%	-13.6%

Reprinted from above (six entries):
Compound	TDP1 inh	GCN5L2 inh	DT40 TDP1 no CPT
CCN1CCN(c2nc3c(c(=O)[nH]2)CCC3)CC1	3.6%	?	14.2%
Oc1ccc2c3c1O[C@H]1c4[nH]c5ccccc5c4C[C@@]4(O)[C@@H](C2)N(CC2CC2)CC[C@]314	.	-6.3%	10.6%
CCOCCCn1c(N)c(C(=O)Nc2sc3c(c2C(=O)OC)CCCC3)c2nc3ccccc3nc21	-9.9%	-0.7%	20.6µM*
Cc1cccc(-n2c(O)c(/C=N/N3CCOCC3)c(=O)[nH]c2=S)c1	0.0%	32.2%	7.1%
CCOc1ccc(N2C(=O)NC(=O)/C(=C\c3ccccc3[N+](=O)[O-])C2=O)cc1	-5.6%	-4.7%	?
COCCCNC(=S)NCCCNc1nc2cc(C)cc(C)c2cc1C#N	6.0%	-2.2%	?

New compounds follow
Compound,TDP1 inh,GCN5L2 inh,DT40 TDP1 no CPT
Cc1cccc(N2CCN(C(=O)c3ccc(CNc4c(N5CCC(C)CC5)c(=O)c4=O)cc3)CC2)c1C,0.0%,-1.2%,16.4µM*
O=C(COc1cccc(Cl)c1)N1CCN(CCc2ccncc2)CC1,3.6%,0.7%,-0.9%
C[C@H]1CC2C3CC=C4C[C@@H](O)CC[C@]4(C)C3CC[C@]2(C)[C@H]1O (stereo not given in full),-0.4%,0.1%,2.6%
NC(=O)Oc1ccc(Cc2ccccc2)cc1,1.7%,-6.5%,?
COC(=O)C1=C(c2ccc(OC(F)(F)F)cc2)C[C@@H]2CC[C@H]1N2C(=O)NC(C)C,-0.5%,-3.9%,20.6µM*
CC(=O)OCC1=C[C@H]2[C@@H]3C(C)(C)[C@]3(OC(=O)Cc3ccccc3)C[C@@H](C)[C@]2(O)[C@@H]2C=C(C)C(=O)[C@@]2(O)C1,8.2%,0.0%,.
Cc1ccc(NP(=O)(Oc2ccccc2F)Oc2ccccc2F)cc1,-5.9%,0.0%,?
O=C(NC1CC2CCCC(C1)N2)c1ccccc1 (stereo not given),-0.5%,-10.4%,4.7%
CCCCOc1ccc(CC2C(=O)N(C)C(=O)N(C)C2=O)cc1,-8.1%,0.2%,-0.2%
Cc1cccc(C#N)c1,0.8%&7.0%,2.5%,2.6%
Nc1nnc(CCN2CCCCC2)s1,4.2%,1.6%,-1.7%
CC(=O)O[C@@H]1[C@H]2CC[C@@H]3[C@]1(C[C@@H](OC(C)=O)[C@@]1(O)C([C@@H]4O[C@@H]4C1(C)C)[C@]3(C)O)C[C@@]2(C)O (stereo not given in full),2.7%,1.5%,-4.1%
Cc1cc(Cl)ccc1C(=O)C1CCCN(Cc2ccon2)C1 (stereo not given),2.7%,1.2%,?
COc1ccc(CCNCc2ccc(SC)cc2)cc1,1.1%,-14.0%,?
CCN1C[C@@]2(C)CC[C@@H](OC)[C@@]34C2C(O)[C@@]2(OCO[C@]25CC(OC)C2C[C@@]3(O)C5C2O)C14 (stereo not given in full),5.7%[56.1 µM],-10.6%,-1.5%
O=C1NC(=O)N(c2ccc3c(c2)OCO3)C(=O)/C1=C\c1ccsc1,-2.6%,-25.5%,-16.2%
COc1ccc(CNC(=O)/C=C\c2ccc3[nH]cc(CCN(C)C)c3c2)cc1,4.8%,-17.0%,?
CCC(=NCc1ccco1)c1c(O)n(-c2ccccc2)c(=O)[nH]c1=O,0.0%,2.1%,1.1%
O=c1cc(CN2CC=C(c3ccccc3)CC2)c2c(ccc3ccccc32)o1,2.7%,-10.0%,20.6µM*
CNC(=O)O/N=C(/C)SC,2.7%,-1.6%,-3.2%
COc1cc(C(=O)NC2CC3CCCC(C2)N3CC(=O)Nc2ccccc2)cc(OC)c1OC (stereo not given),4.7%,-4.8%,?
Clc1cccc(N2CCNCC2)n1,5.4%,-6.4%,-6.7%
CC[N+](CC)(CC)CCCOC(=O)C(O)(c1ccccc1)C1CCCCC1 (stereo not given),7.8%,-2.7%,?
O=c1[nH]c(=O)n(-c2ccccc2)c(O)c1N=Nc1ccc(Br)cc1,2.7%,4.5%,-16.5%

Among those listed so far, two contain a cyano group.
Compound,TDP1 inh,GCN5L2 inh,DT40 TDP1 no CPT
COCCCNC(=S)NCCCNc1nc2cc(C)cc(C)c2cc1C#N,6.0%,-2.2%,?
Cc1cccc(C#N)c1,0.8%&7.0%,2.5%,2.6%

Further structures.
Compound,TDP1 inh,GCN5L2 inh,DT40 TDP1 no CPT
CCOc1ccc(NCc2cccn2-c2nnc(N3CCC(C(=O)NC(C)c4ccccc4)CC3)s2)cc1 (stereo not given),6.8%,-9.3%,8.2µM*
COc1ccc(CNCCc2c[nH]c3ccccc23)c(OC)c1OC,.,-4.0%,11.6µM*
COC(=O)COc1cc(Cl)c(Cl)cc1Cl,7.3%[56.1 µM],1.3%,4.7%
COC(=O)C1=C(c2c(C)noc2C)C[C@@H]2CC[C@H]1N2C(=O)NCCNC(C)=O,1.1%,-1.4%,-11.5%
O=c1c2ccccc2nc(-c2ccc([N+](=O)[O-])cc2)n1-c1ccccc1,0.6%,8.5%,-4.2%
C=CCN1C[C@H](C)N([C@@H](c2ccccc2)c2ccc(C(=O)N(CC)CC)cc2)C[C@H]1C,8.3%,-7.8%,-13.4%
CN1CC(C(=O)c2ccc(F)cc2)C(c2ccc(F)cc2)C1 (stereo not given),.,2.8%,10.5%
Cc1ccccc1-n1c(-c2ccco2)nc2ccccc2c1=O,2.4%,-0.7%,9.2µM*
C[N+]1([O-])[C@@H]2CC(OC(=O)[C@H](CO)c3ccccc3)C[C@H]1[C@@H]1O[C@@H]12 (stereo not given in full),.,2.9%,-26.3%
CC(=O)c1ccc(OCC(=O)N2CCCC(N(C)Cc3ccccc3)C2)cc1 (stereo not given),2.7%,-0.8%,-6.4%
CN(C)C1(CNC(=O)Nc2ccc(Cl)c(Cl)c2)CCCCC1,.,-5.9%,?
O=P(Nc1ccccc1Cl)(c1ccccc1)c1nc2c(s1)CCCC2 (stereo not given),4.0%,-14.2%,12.1%
c1ccc(CN2CCC3(CCc4ccccc43)CC2)cc1,12.2%,-16.1%,?
Cc1nn(Cc2ccccc2Cl)c(Cl)c1C(=O)OCC(=O)NC(=O)NC1CCCCC1,-1.9%,-5.7%,-13.4%
Cc1[nH]c2ccccc2c1C(=O)C(=O)N1CCC2(CC1)OCCO2,1.2%,-3.8%,1.8%
